Source: PubChem BioAssay (several laboratories)
aSyn 5UTR inh = MLPCN primary screen, SNCA 5' untranslated region | alpha-synuclein 5'UTR reporter, inhibitor activity | inhibition, % (tested at 7.5 µM) | 0.82% of 300,000 active | AID 1813; in the data active means inhibition above about 60%;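 further: H4 neuroglioblastoma cells stably carrying SNCA 5'UTR luciferase fusion; 0% = DMSO wells and 100% = positive control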
TRPC6 act = mouse TRPC6 channel activation; HEK293-TRPC6 membrane potential dye fluorescence; active compounds read high; 0.13% of 310,000 active; B-score at 10 µM; Q61143;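 active means B-score of the integrated fluorescence ratio above library mean plus 3 SD, and starting fluorescence ratio within library mean plus 5 SD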;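 further: higher score means more depolarization so channel activation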
Target sequence (Q61143 whole entry, looked up): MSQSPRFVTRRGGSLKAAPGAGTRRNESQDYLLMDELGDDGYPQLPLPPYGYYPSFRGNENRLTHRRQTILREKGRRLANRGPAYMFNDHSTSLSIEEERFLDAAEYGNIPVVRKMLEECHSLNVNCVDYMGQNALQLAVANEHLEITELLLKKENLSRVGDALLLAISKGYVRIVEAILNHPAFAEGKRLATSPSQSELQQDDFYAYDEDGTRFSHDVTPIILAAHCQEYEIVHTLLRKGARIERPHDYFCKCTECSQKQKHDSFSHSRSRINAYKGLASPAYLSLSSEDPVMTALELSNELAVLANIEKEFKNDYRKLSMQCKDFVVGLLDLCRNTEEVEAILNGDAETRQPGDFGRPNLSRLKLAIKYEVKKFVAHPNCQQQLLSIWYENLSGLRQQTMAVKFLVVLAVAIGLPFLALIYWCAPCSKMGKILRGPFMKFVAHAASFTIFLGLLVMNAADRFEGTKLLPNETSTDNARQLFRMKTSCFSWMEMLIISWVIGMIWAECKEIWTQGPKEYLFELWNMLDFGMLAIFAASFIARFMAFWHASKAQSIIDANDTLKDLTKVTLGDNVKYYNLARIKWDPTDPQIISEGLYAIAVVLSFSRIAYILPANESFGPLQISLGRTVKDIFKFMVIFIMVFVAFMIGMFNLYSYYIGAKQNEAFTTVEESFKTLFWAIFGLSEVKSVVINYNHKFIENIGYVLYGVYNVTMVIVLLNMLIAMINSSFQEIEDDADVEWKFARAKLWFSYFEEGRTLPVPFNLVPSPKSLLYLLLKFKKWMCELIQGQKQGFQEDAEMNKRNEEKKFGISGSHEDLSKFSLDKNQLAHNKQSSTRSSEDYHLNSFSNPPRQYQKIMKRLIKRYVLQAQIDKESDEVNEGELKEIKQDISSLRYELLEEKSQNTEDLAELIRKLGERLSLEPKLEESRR
HIF act = HIF pathway transcriptional activation; 0.32% of 300,000 active; AID 1910; activation, % at 7.5 µM (by protocol); U2OS HRE-luciferase reporter, luminescence; normalized: DMSO 0%, desferrioxamine 100%;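 active means mean activation of at least 10% of the iron chelator positive control signal, with at least half of replicates also reaching 10%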
TRPC6 inhibitor = blocks the mouse TRPC6 cation channel | HEK293-TRPC6, membrane potential dye, ACh-evoked depolarization; active compounds read low | B-score at 10 µM | 1.1% of 310,000 active | AID 2553;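 active means B-score under library mean minus 3 SD, initial fluorescence not abnormally high, positive integrated signal ratio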;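 further: B-score derived from integrated fluorescence ratio over the kinetic read; more negative B-score means stronger inhibition of depolarization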
IEC-6 cytotox = counter-screen for KLF5 inhibitors: cytotoxicity in IEC-6 cells; inhibition, % at 5 µM; IEC-6 cytotoxicity, luminescence viability; 0.78% of 290,000 active; in the data active means inhibition above about 22%;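 further: 0% = plate median of test compound wells and 100% = cytotoxic reference compound wells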
SKKanGAS inh = SKKanGAS growth inhibition. S. pyogenes SKKanGAS, kanamycin growth, BacTiter-Glo, 6 h. inhibition, % at 7.5 µM. 1.3% of 300,000 active. AID 1662;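 active means mean replicate score, as percent of positive control median, at least 50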;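 further: strain carries kanamycin resistance gene driven by streptokinase promoter and grows in 40 µg/ml kanamycin; loss of luminescence reflects streptokinase promoter inhibition or plain growth inhibition; 0% = median of DMSO wells and 100% = positive control at its reference dose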
TRPC4 PAM = allosteric potentiators of mouse TRPC4 channel; HEK293 TRPC4beta/mu-opioid, DAMGO EC20, Fluo-4 Ca2+ flux; active compounds read high; B-score at 10 µM; AID 2227; Q9QUQ5; 0.42% of 310,000 active;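 active means B-score of calcium response area above 5 SD of library B-scores, with initial fluorescence ratio within 5 SD of library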;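 further: B-score of integrated fluorescence ratio over time as area under calcium response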
TRPC4 inh = blocks the mouse TRPC4 cation channel. Q9QUQ5. HEK293 TRPC4beta/mu-opioid, DAMGO-evoked Fluo4 calcium flux; active compounds read low. B-score at 10 µM. 0.39% of 300,000 active. AID 2247;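 active means B-score over 3 SD under the library average, no early fluorescence shift, positive overall ratio signal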
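Assay system: TRPC4beta/mu-opioid receptor HEK293 cell line; compound dosing: single concentration per test compound; detection: Fluo4 Ca2+ flux fluorescence; evaluation: per-well B score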
KLF5 inh = inhibitors of KLF5 expression; DLD-1 KLF5 promoter-luciferase reporter, luminescence; inhibition, % at 5 µM; 0.23% of 290,000 active;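 active means inhibition above a per-plate limit of that plate's mean compound inhibition plus 3 SD, cut at about 60% in these data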;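 further: 0% = DMSO wells and 100% = LY294002 at 200 µM; higher means less KLF5 promoter-driven luciferase light; inactives centre near -14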
TRPC4 agonist = opens the mouse TRPC4 cation channel; HEK293 TRPC4beta/mu-opioid, Fluo4 calcium fluorescence; active compounds read high; B-score at 10 µM; 0.49% of 310,000 active;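 active means B-score above 5 SD of library B-scores, and initial fluorescence ratio not above library mean plus 5 SD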;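 further: positive B-score marks a calcium rise read as TRPC4 activation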
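Assay system: HEK293 stable line with TRPC4beta plus mu-opioid receptor; schedule: 45 min room-temperature Fluo4 loading, 110 s read; technique: kinetic Fluo4 calcium fluorescence; evaluation: integrated baseline-normalised fluorescence ratio, converted to per-well B score; controls: buffer (low) and maximal DAMGO (high)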
MrgX1 antag = human MrgX1 receptor antagonism, primary screen; Q96LB2; MRGX1-HEK293 calcium flux, Fluo-4, BAM8-22 antagonism; active compounds read low; B-score at 10 µM; 1.3% of 310,000 active;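 active means calcium-response B-score plate-corrected more than 3 library SD below zero, starting fluorescence within 5 deviations, no agonist response on first addition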;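 further: peak minus trough fluorescence over baseline after final BAM8-22 challenge near maximal dose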
Active calls of the source: *; i = inactive; x = not tested or not shown.

SMILES	aSyn 5UTR inh	TRPC6 act	HIF act	TRPC6 inhibitor	IEC-6 cytotox	SKKanGAS inh	TRPC4 PAM	TRPC4 inh	KLF5 inh	TRPC4 agonist	MrgX1 antag
Cc1ccc(CS(=O)(=O)CCC(=O)NCc2ccc3c(c2)OCO3)cc1	2.4	i	-0.8	i	8.5	-17.1	i	i	-15.8	i	i
Cc1cc(C)n2nc(C)c(Br)c2n1	24.5	i	-0.1	i	6.9	-16.9	i	i	7.0	i	i
Cc1cccc(NC(=O)C2CCCN2S(=O)(=O)c2ccc(Cl)cc2)n1 (stereo not drawn)	-1.7	i	0.5	i	-7.2	10.3	i	i	-4.1	i	i
COc1ccc(C(CNC(=O)c2ccc(S(=O)(=O)N3CCOCC3)cc2)N2CCCCC2)cc1 (stereo not drawn)	-1.6	i	0.0	i	-8.3	-3.0	i	i	-21.0	i	i
COc1cc(-c2nc3cccc(C)n3c2NCC2CCCO2)ccc1O (stereo not drawn)	11.2	i	0.7	i	1.5	-5.7	i	i	-21.4	i	i
COC(=O)c1cc(-c2cc(OC)ccc2OC)nc2c1c(=O)n(C)c(=O)n2Cc1ccccc1	28.6	i	-0.5	i	-5.7	23.3	i	i	10.2	i	i
Cc1ccc(OCc2nc(C#N)c(NCc3ccco3)o2)cc1	-19.4	i	0.0	i	7.4	-11.0	i	i	-2.4	i	i
COc1cc(OC)cc(OC(=O)C2CCN(S(=O)(=O)c3ccc(OC)c(OC)c3)CC2)c1	4.7	i	-0.2	i	x	-6.9	i	i	x	i	i
O=C(c1cccc(Cl)c1)N1CCC(=O)N(C(CO)Cc2ccccc2)CC1 (stereo not drawn)	-2.3	i	0.1	i	x	-2.3	i	i	x	i	i
CC(/C=N/NC(=O)c1n[nH]c2c1CCC2)=C\c1ccccc1	28.8	i	6.4	i	85.5*	3.8	i	i	11.1	i	i
Cc1cccc(Cn2c(N3CCN(CCO)CC3)nc3c2c(=O)[nH]c(=O)n3C)c1	6.8	i	-1.8	i	0.2	-1.9	i	i	-27.9	i	i
COc1ccc(S(=O)(=O)NCCSCc2ccco2)cc1	-10.4	i	-0.2	i	0.8	-0.8	i	i	-0.3	i	i
COc1cccc(-c2cc(C(=O)Nc3cc(C)nn3-c3ccccc3)no2)c1	4.5	i	-2.3	i	-4.6	-3.5	i	i	-18.3	i	i
CCN(c1ccccc1C)S(=O)(=O)c1cc2c3c(c1)CCN3C(=O)CC2	2.8	i	0.0	i	x	-0.2	i	i	x	i	i
O=C(NC1=NCCS1)C1COc2ccccc2O1 (stereo not drawn)	98.2*	i	-2.5	i	-0.4	3.4	i	i	68.8*	i	i
Cc1ccc2cccc(N)c2n1	10.0	i	0.0	i	3.1	4.0	i	i	1.0	i	i
N=c1n(CC(=O)c2cccc([N+](=O)[O-])c2)c2ccccc2n1Cc1ccccc1	-10.8	i	-0.5	i	-7.0	13.4	i	i	-30.8	i	i
CC1CCC(C(C)C)C(OC(=O)COC(=O)c2ccc(N)cc2)C1 (stereo not drawn)	23.4	i	-0.4	i	3.5	-0.4	i	i	-38.1	i	i
COc1ccnc(Oc2ccc(F)cc2)c1C(=O)N/C=N/OCc1cccc(F)c1	11.9	i	0.0	i	0.1	-17.8	i	i	-5.9	i	i
COc1cccc(NC(=O)CSc2nnnn2C(C)C)c1	-22.2	i	0.6	i	5.7	1.1	i	i	-22.6	i	i
COc1cccc(N2CCN(S(=O)(=O)c3ccc(CN4C(=O)c5cccnc5C4=O)cc3)CC2)c1	19.1	i	-0.2	i	-0.4	-3.2	i	i	-5.5	i	i
COC(=O)C1=C(COc2ccccc2)NC(=O)NC1c1ccc(Cl)cc1 (stereo not drawn)	17.7	i	-0.3	i	x	4.9	11*	i	x	i	i
CC(C)C[C@H]1CN=C(Nc2ccccc2)N1CCCC1CCCC1	-31.2	i	-0.1	i	-3.5	1.3	i	i	4.9	i	i
Cc1cc(C)cc(NC(=O)C2CC3CCC2C3)c1 (stereo not drawn)	2.1	i	-0.4	i	-2.1	-0.3	i	i	-27.5	i	i
Cc1ccc(S(=O)(=O)N2CCC(C(=O)N3CCN(c4ccccn4)CC3)CC2)cc1	-9.1	i	-0.4	i	-5.9	0.5	i	i	-21.1	i	i
CCOC(=O)C1CCN(C(=O)CN2C(=O)c3ccccc3Sc3ncccc32)CC1	13.5	i	0.3	i	-3.0	-2.2	i	i	-36.1	i	i
Cc1cc(C)cc(OCCCCCNCCO)c1	3.3	i	-0.7	i	7.6	x	i	i	-7.0	i	i
O=C(Nc1ccon1)c1csc2c1CCCC2	-38.0	i	0.6	i	0.9	5.0	i	i	-48.8	i	i
Cc1ccc(/C(N)=N/OC(=O)CCc2ccccc2)cc1	-129.4	i	2.0	i	2.1	5.5	i	i	-2.6	i	i
Clc1ccccc1Oc1cnc2ccccc2n1	-25.0	i	2.1	i	2.1	14.9	i	i	-7.1	i	i
COc1cccc2sc(Nc3nnc(-c4ccc(F)cc4)o3)nc12	5.4	i	1.0	i	-2.3	88.3*	i	i	-15.2	i	i
CCOC(=O)N1CCC(Nc2c(-c3ccc(C)cc3)c(=O)c2=O)CC1	-0.1	i	-0.6	i	3.2	3.5	i	i	-1.6	i	i
C/C=C/c1cc(OC)c2c(c1)[C@H](C)[C@@H](c1ccc(O)c(OC)c1)O2	14.6	i	0.0	i	x	11.1	i	i	x	i	i
COc1ccc(N/N=C(/C(N)=O)C2=NC(C)(C)Cc3ccccc32)cc1	26.1	i	0.6	i	12.7	2.2	i	i	6.4	i	i
CCOC(=O)CSc1nnc(-c2cccnc2)o1	-13.5	i	0.0	i	-4.6	-4.8	i	i	-60.4	i	i
COc1ccc(-c2noc(-c3ccc(C)cc3)n2)cc1	-153.0	i	2.0	i	1.3	6.9	i	i	-116.5	i	i
Cc1cc(C)cc(OCC(=O)N/N=C\c2cn(C)nc2C)c1	-17.2	i	-1.7	i	-5.6	3.1	i	i	-15.6	i	i
Cc1cccc(NC(=O)c2cc(C)nc3ccccc23)c1	3.3	i	-6.3	i	1.7	-2.6	i	i	-5.0	i	i
C/C(=N\NC(=O)c1cccc(N/N=C(\C)c2ccc([N+](=O)[O-])cc2)c1)c1ccc([N+](=O)[O-])cc1	5.0	i	0.4	i	0.8	1.5	i	i	-10.3	i	i
Cc1cc2nn(-c3cccc4ccccc34)nc2cc1N	-179.9	i	0.3	i	0.7	-1.8	i	i	18.1	i	i

Record cards, from the list above. Order of values: aSyn 5UTR inh, TRPC6 act, HIF act, TRPC6 inhibitor, IEC-6 cytotox, SKKanGAS inh, TRPC4 PAM, TRPC4 inh, KLF5 inh, TRPC4 agonist, MrgX1 antag
Cc1cc(C)cc(OCC(=O)N/N=C\c2cn(C)nc2C)c1 is listed as -17.2, i, -1.7, i, -5.6, 3.1, i, i, -15.6, i, i
COc1ccnc(Oc2ccc(F)cc2)c1C(=O)N/C=N/OCc1cccc(F)c1 is listed as 11.9, i, 0.0, i, 0.1, -17.8, i, i, -5.9, i, i

Next records.
SMILES	aSyn 5UTR inh	TRPC6 act	HIF act	TRPC6 inhibitor	IEC-6 cytotox	SKKanGAS inh	TRPC4 PAM	TRPC4 inh	KLF5 inh	TRPC4 agonist	MrgX1 antag
Cc1nc(C)c(C(=O)Nc2ncc([N+](=O)[O-])s2)o1	50.2	i	-4.4	i	-7.2	18.6	i	i	7.8	i	i
COc1ccc(CNc2ccc(C)cc2)cc1Br	-29.9	i	-0.1	i	4.6	-0.2	i	i	-2.0	i	i
Cc1cc(C)nc(SCc2cc(=O)c(OC(=O)c3ccco3)co2)n1	14.5	i	0.1	i	-0.8	1.9	i	i	-1.5	i	i
O=C(c1ccc(OC2CCN(C/C=C/c3ccc(F)cc3)CC2)cc1)N1CCCC1	3.9	i	-0.6	i	9.1	3.0	i	i	-11.8	i	i
CCCCC(=O)N/N=C(\C)CC(=O)Nc1ccccc1Br	18.8	i	-0.4	i	-6.0	-4.7	i	i	-7.5	i	i
CC(C)CN(C(=O)Cn1nnc(-c2ccc(F)cc2)n1)C1CCS(=O)(=O)C1 (stereo not drawn)	-0.9	i	-0.3	i	x	-12.5	i	i	x	i	i
Cc1ccc(S(=O)(=O)N2CCC(C(=O)OCC(=O)N(CCC#N)c3ccc(F)cc3)CC2)cc1C	8.8	i	-1.8	i	x	-1.1	i	i	x	i	i
CCN(C(=O)Cc1cccs1)c1nnc(-c2cc(OC)c(OC)c(OC)c2)s1	1.0	i	-9.2	i	6.6	-5.5	i	i	10.8	i	i
Cc1cc(C)n2c(SCCO)nnc2n1	7.9	i	0.5	i	11.0	-3.6	i	i	-32.7	i	i
CCn1nc(C(=O)OCC(=O)N2c3ccccc3CC2C)c2ccccc2c1=O (stereo not drawn)	13.1	i	-0.8	i	-7.1	-5.0	i	i	-0.5	i	i
CCc1c(C(=O)NNC(=S)NCC(C)C)csc1C	19.5	i	0.1	i	-0.8	-2.5	i	i	-16.4	i	i
COc1ccc(OCC(=O)N2CCN(C(=O)c3ccc([N+](=O)[O-])cc3)CC2)cc1	2.5	i	-0.5	i	-5.5	5.9	i	i	-30.1	i	i
C/C(=N\NC(=O)COc1ccc(C(C)(C)C)cc1)c1ccc(OC(F)F)cc1	0.3	i	0.2	i	-2.2	3.4	i	i	-35.7	i	i
COc1cccc(C(=O)NNC(=O)C(=O)Nc2cccc(Cl)c2C)c1	-13.5	i	-0.1	i	-2.9	26.8	i	i	-10.8	i	i
O=C(Nc1ccc(Cl)cc1)N1CCN(C(=O)C2CCCO2)CC1 (stereo not drawn)	-19.8	i	1.2	i	-2.7	-0.2	i	i	-31.4	i	i
O=C(Nc1nnc(SCC(=O)N2CCOCC2)s1)c1ccccc1Cl	-49.1	i	x	i	-0.4	1.3	i	i	-5.5	i	i
Cc1ccc(OCC(O)Cn2c3ccccc3c3ccccc32)cc1 (stereo not drawn)	19.4	i	x	i	-6.0	-0.6	i	i	8.9	i	i
CCOC(=O)c1ccc(NS(=O)(=O)c2cc(-c3nnnn3CC)ccc2OC)cc1	17.4	i	-0.2	i	0.1	-5.1	i	i	-29.4	i	i
CC(=O)c1cccc(NC(=S)N2CCCC2)c1	3.2	i	0.1	i	3.2	0.6	i	i	-35.1	i	i
O=C(CCC(=O)c1cccs1)NCc1cccnc1	3.0	i	-0.1	i	5.8	-4.1	i	i	-12.1	i	i
Cc1nnc(SCCCOc2ccccc2)nc1C	-18.4	i	1.1	i	x	2.0	i	i	x	i	i
Cc1ccc(-c2csc3ncn(CC(=O)OC(C)C)c(=O)c23)cc1	1.2	i	1.7	i	-0.2	0.3	i	i	-2.8	i	i
Cc1cccc(OCC(=O)Nc2ccccc2N2CCCCC2)c1C	29.8	i	-0.1	i	x	70.4*	i	i	x	i	i
Cc1ccccc1NC(=O)Nc1ccc2c(c1)CCC2	-140.9	i	5.7	i	8.6	-2.9	i	i	-152.6	i	i
